# Screens: PubChem BioAssay, several laboratories
# Mdm2 ligase inh = MDM2-luciferase reporter signal enhancers, primary screen, MDM2 E3 ligase inhibitor project, cell-based, luminescence, 1536-well. signal enhancement, % at 5 µM. E3 ubiquitin-protein ligase Mdm2 (Homo sapiens), Q00987. cell-based MDM2 ubiquitination luciferase reporter, 2 h; 0 = plate control, 100 = twice control, blank-subtracted. AID 1230, 2008. 210,000 tested, 0.11% active;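 active means signal enhancement of 30% or more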;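 further: luminescence tracks abundance of the self-degrading MDM2-luciferase fusion protein; higher signal means inhibition of MDM2 E3 ligase activity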
#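 Assay system: stable mammalian line carrying autodegrading MDM2–luciferase fusion reporter; Input: 2000 cells in each well; Compound dosing: single-point 5 µM; Schedule: 2 h compound exposure at 37 °C; Signal: SteadyLite luciferase luminescence after 15 min room-temperature reagent incubation; Evaluation: % luminescence enhancement versus blank-corrected plate control mean; Benchmarks: plate controls and plate blanks.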
# Wee1 stabilizer = Wee1 degradation inhibitors, primary screen, cell-based, HeLa, Wee1K328M-luciferase, luminescence; HeLa Luc-Wee1K328M stability; 100% = proteasome inhibitor MG132 effect; Wee1-like protein kinase (Homo sapiens), P30291; 220,000 tested, 1.2% active; reporter increase, % at 5 µM; AID 1321, 2008;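 active means activation above the mean of all tested compounds plus 3 SD, set per screening run, cut at about 8.8% in these data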;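 further: cells exposed to compound for 20 h before luminescence read; 0% = DMSO alone and 100% = MG132 at 30 µM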
# p97 inhibitor = inhibitors of human p97 ATPase, primary screen, biochemical. 220,000 tested, 0.42% active. inhibition, % at 8 µM. Transitional endoplasmic reticulum ATPase (Homo sapiens), P55072. recombinant p97 ATPase, Kinase-Glo ATP luminescence, 3 h; in the data active means inhibition above about 15%;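 further: 0% = DMSO vehicle and 100% = wells lacking enzyme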
# eIF4E 4G PPI = eIF4E–eIF4G protein interaction inhibitors, primary screen, biochemical, uHTS, TR-FRET, eIF4GI fragment | Eukaryotic translation initiation factor 4E (Mus musculus) + Eukaryotic translation … | 220,000 tested, 0.37% active | AID 782, 2007 | TR-FRET eIF4E-eIF4GI(517-606) binding, 2 h | inhibition, % at 21.7 µM;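 active means inhibition above about 30%, limit read from the data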;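 further: 0% = full FRET control wells and 100% = background wells lacking eIF4GI fragment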
# FXIIa inh = human FXIIa protease inhibitors, primary screen, biochemical, 1536-well; Coagulation factor XII (Homo sapiens), P00748; purified FXIIa, Boc-QGR-AMC fluorogenic substrate, 2 h; inhibition, % at 5 µM; 220,000 tested, 0.3% active; in the data active means inhibition above about 40%;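 further: 0% = enzyme with no compound and 100% = blank without enzyme; many of its hits are not listed in these tables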
# 14-3-3 Bad PPI = inhibitors of 14-3-3 zeta/Bad binding, primary screen, biochemical, TR-FRET, bovine 14-3-3 zeta. 14-3-3 protein zeta/delta (Bos taurus), P63103. TR-FRET 14-3-3zeta/Dy647-pBad peptide displacement, 1 h. inhibition, % at 21.7 µM. 220,000 tested, 0.71% active. AID 781, 2007;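 active means inhibition above about 70%, limit read from the data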;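 further: 0% = full 14-3-3 plus peptide FRET controls and 100% = background without 14-3-3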
# Target sequence (P63103 whole entry, looked up): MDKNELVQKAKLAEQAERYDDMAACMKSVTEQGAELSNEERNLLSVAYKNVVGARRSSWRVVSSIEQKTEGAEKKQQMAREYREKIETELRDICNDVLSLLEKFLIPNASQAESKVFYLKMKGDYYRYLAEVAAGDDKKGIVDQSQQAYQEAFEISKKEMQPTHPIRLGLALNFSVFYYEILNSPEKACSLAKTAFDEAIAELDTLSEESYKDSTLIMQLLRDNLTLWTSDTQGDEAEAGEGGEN
# Rad51 HR inh = human RAD51 strand exchange inhibitors, primary screen, biochemical, fluorescence. DNA repair protein RAD51 homolog 1 (Homo sapiens), Q06609. AID 1385, 2008. 200,000 tested, 0.085% active. inhibition, % at 10 µM. hRad51 DNA strand exchange, fluorescence dequenching;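 active means inhibition above 40% at the single screening dose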;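 further: 0% = DMSO control wells and 100% = blanks with heterologous ssDNA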
#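 Read-out basis: percent inhibition relative to plate controls and blanks / Assay system: human Rad51 nucleoprotein filaments preassembled on unlabelled ssDNA / Timing: filaments 15 min 37 °C, then compound 30 min / Control set: per-plate controls and blanks / Technique: fluorescence dequenching at 485/520 nm / Compound: 10 µM final, single point / Also added: Fluorescein- and BHQ1-tagged 47-mer duplex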
# FXIa inh 1536 = human FXIa protease inhibitors, primary screen, biochemical, 1536-well. purified FXIa, Boc-Glu-Ala-Arg-AMC fluorogenic substrate. 220,000 tested, 0.14% active. Coagulation factor XI (Homo sapiens), P03951. inhibition, % at 5 µM;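 active means inhibition of at least 40%; inactive means inhibition below 40%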;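 further: fluorescence of freed AMC excited at 355 nm; 0% = enzyme without compound and 100% = no enzyme blank; many of its hits are not listed in these tables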
# Target sequence (P03951 19-387 limits assumed): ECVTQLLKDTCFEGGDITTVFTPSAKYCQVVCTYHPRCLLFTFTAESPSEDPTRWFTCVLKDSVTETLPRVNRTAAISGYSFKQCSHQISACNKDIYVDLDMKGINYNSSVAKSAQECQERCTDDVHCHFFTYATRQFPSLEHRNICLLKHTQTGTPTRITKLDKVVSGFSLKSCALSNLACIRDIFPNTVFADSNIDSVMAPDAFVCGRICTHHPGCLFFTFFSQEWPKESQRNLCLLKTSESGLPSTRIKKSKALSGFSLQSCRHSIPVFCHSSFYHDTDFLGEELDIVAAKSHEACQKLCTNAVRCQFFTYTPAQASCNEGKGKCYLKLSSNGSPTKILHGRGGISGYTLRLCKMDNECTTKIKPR
# Target sequence (P03951 388-625 limits assumed): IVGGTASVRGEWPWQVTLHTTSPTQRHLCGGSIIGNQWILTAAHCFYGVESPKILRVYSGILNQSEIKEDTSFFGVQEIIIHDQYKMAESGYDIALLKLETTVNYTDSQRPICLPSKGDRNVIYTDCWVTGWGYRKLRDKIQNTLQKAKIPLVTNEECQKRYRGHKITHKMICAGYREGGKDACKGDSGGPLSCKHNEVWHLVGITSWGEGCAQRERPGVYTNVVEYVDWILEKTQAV
# hK5 inh = human KLK5 protease inhibitors, primary screen, biochemical, 1536-well. Kallikrein-5 (Homo sapiens), Q9Y337. recombinant hK5, fluorogenic AMC substrate cleavage. inhibition, % at 5 µM. 210,000 tested, 0.59% active. AID 873, 2007;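 active means inhibition of 40% or more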;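 further: 0% = enzyme controls without compound and 100% = no-enzyme blanks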
# Target sequence (Q9Y337 67-293 limits assumed): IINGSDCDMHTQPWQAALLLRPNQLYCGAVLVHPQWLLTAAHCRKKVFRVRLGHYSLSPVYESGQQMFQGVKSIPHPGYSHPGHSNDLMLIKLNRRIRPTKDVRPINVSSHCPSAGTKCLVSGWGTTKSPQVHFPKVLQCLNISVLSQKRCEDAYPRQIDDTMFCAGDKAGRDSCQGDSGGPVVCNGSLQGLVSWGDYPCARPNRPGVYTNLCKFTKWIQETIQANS
# * = called active by the depositor; · = no result given; [ ] = remark or other dose.
SMILES,Mdm2 ligase inh,Wee1 stabilizer,p97 inhibitor,eIF4E 4G PPI,FXIIa inh,14-3-3 Bad PPI,Rad51 HR inh,FXIa inh 1536,hK5 inh
Cc1ccc(-c2nnc3c4ccccc4c(C)nn23)cc1NC(=O)CN1CCOCC1,-27,0,-3,4,16,-6,-5,5,-9
CCc1cc2c(NCCN3CCCCC3)ncnc2s1,-20,-1,8,0[fluorescence artefact?],10,62,-2,3,-31
CCSc1nnc(CSc2ncccn2)n1C,-10,-2,-2,5,9,2,·,0,-1
CCCCN(C)S(=O)(=O)c1ccc(C(=O)Nc2nnc(C3=COCCO3)o2)cc1,-4,-3,2,-4,3,-18,0,-5,-26
Nc1nonc1-n1nncc1-c1ccccc1,-16,1,-8,-5,0,-1,3,-7,-11
COc1ccc(Nc2nc(C(=O)N3CCc4cc(OC)c(OC)cc4C3)cs2)cc1,·,4,-2,-2,0,-4,-7,-6,-2
COc1cccc(C(=O)NC(c2ccccc2)C2CCCC2)c1 (stereo not drawn),-6,0,3,-2,9,-4,8,0,0
COc1cccc(-n2c(SCC(N)=O)nnc2-c2ccncc2)c1,7,-2,6,-5,13,-8,11,5,-6
C=CCN1C(=O)C2C3CC(=O)C(c4ccccc43)C2C1=O (stereo not drawn),3,-3,3,-2,-3,5,-1,0,-20
CSc1ccccc1C(=O)Nc1c(C)cccc1C,-14,2,-1,0,5,-5,·,-3,-6
CC1CCc2cc(F)ccc2N1C(=O)c1cccs1 (stereo not drawn),1,-2,2,0,·,-8,4,-4,-2
O=C(OCC(=O)N1CCN(c2ccccc2)CC1)c1cnc(Cl)c(Cl)c1,-12,-3,3,3,5,-14,25,-2,4
CC(=O)OCC(OC(C)=O)C(OC(C)=O)C(OC(C)=O)C(=O)Nc1ccc(C)cc1 (stereo not drawn),13,-2,-6,2,-13,-5,-4,3,-12
COc1cc(C(=O)N/N=C/C2CC=CCC2)cc(OC)c1OC (stereo not drawn),-10,2,-2,6[fluorescence artefact?],2,-12[fluorescence artefact?],15,-2,-2
COc1ccc(NC(=S)NC(C)C(c2ccccc2)N2CCOCC2)cc1 (stereo not drawn),-4,0,1,-4,9,-11,3,2,-1
O=C(CCCl)Nc1cc(SCCO)cc([N+](=O)[O-])c1,-18,0,4,4,11,-7,-6,-10,-9
CCN1CCN(CCc2nc3cc(NC(=O)COc4ccc(Cl)cc4)ccc3n2C)CC1,-7,-3,-1,1,5,-6,·,1,-1
COc1ccc(C(=O)CCC(C)(C)[N+](=O)[O-])cc1OC,-17,-4,3,-3,4,2,-14,-1,-4
Cc1cc(NC(=O)c2ccc(NC(=O)c3cccs3)cc2)no1,2,-2,-3,-5,15,14,-2,7,-22
O=C(NC(Cc1ccccc1)C(=O)O)/C(=C\c1ccc(F)cc1)NC(=O)c1ccccc1 (stereo not drawn),-11,0,-2,1,8,-10,3,8,-16
O=C(c1ccc(Cl)cc1)C1CCCN(C(=O)c2csnn2)C1 (stereo not drawn),5,16*,3,3,3,-3,18,-5,·
COc1ccc(OCC(=O)NNC(=O)C2CCCO2)cc1 (stereo not drawn),-9,-4,-3,-2,5,-22,0,-5,-12
CCOc1ccccc1NC(=O)COC(=O)CN(C)S(=O)(=O)c1ccc(C)cc1,·,0,-1,5,8,-7,·,4,-17
COc1ccc(N2CCN(S(=O)(=O)c3cc(C)ccc3OC)CC2)cc1,·,3,0,8,13,-6,·,2,·
Cc1cccc(OCCn2c(CCCO)nc3ccccc32)c1,-4,-2,-2,5,9,6,-3,-2,2
# Next section
SMILES,Mdm2 ligase inh,Wee1 stabilizer,p97 inhibitor,eIF4E 4G PPI,FXIIa inh,14-3-3 Bad PPI,Rad51 HR inh,FXIa inh 1536,hK5 inh
Cc1cc(C)nc(N/N=C/C(Cl)=C/c2ccccc2)n1,-19,-2,1,10[fluorescence artefact?],9,9[fluorescence artefact?],-4,-4,-21
O=C(COc1ccc2ccccc2c1Br)Nn1cnnc1,11,1,-6,0[fluorescence artefact?],8,-8[fluorescence artefact?],-4,3,-11
Cc1c(NC(=O)c2cc(-n3cnnc3)ccc2Cl)cccc1-c1nc2ccccc2o1,-19,0,0,0,13,25[fluorescence artefact?],-4,4,15
N#Cc1c(NC(=O)CSc2ncn(-c3ccccc3)n2)sc2c1CCCC2,4,0,-3,4,6,5[fluorescence artefact?],1,-1,-7
Cc1ccc(-c2nn(-c3ccccc3)cc2/C=N/NS(=O)(=O)c2ccccc2)cc1,-26,0,0,3,45*,8,-9,26,-12
CN1CCN(C(=O)/C(=C\c2cccc([N+](=O)[O-])c2)NC(=O)c2cccs2)CC1,-16,-1,5,0,0,-1,·,-3,-4
Cc1nnc(SCC(=O)NCc2ccc3c(c2)OCO3)[nH]c1=O,-11,1,4,5,3,0,2,-4,-23
CCOc1ccc(C(=O)NCC(=O)OCc2csc(-c3ccccc3)n2)cc1,-7,-1,3,-1,9,5,2,2,-8
O=C(Nc1cccc(C(F)(F)F)c1)/C(=C/c1ccco1)NC(=O)c1cccs1,-11,-1,3,-3,8,-2,·,5,4
COc1ccc(N2C(=O)C3C(C2=O)C(C(=O)c2ccc(Cl)cc2)N2CCCC32)cc1 (stereo not drawn),-23,0,-2,4,9,1,-63,5,6
COc1cc(NC(=O)Nc2ccccc2OC)c(OC)cc1NC(=O)CN1CCCCC1,14,-1,-1,4,4,-7,4,3,8
O=C(c1ccco1)N1CCN(C(=S)Nc2cccc([N+](=O)[O-])c2)CC1,-14,-2,3,-2,6,-7,7,-5,-10
O=C(Nc1ccc2[nH]c(=S)sc2c1)c1ccccc1,-7,0,0,-9,16,-14[fluorescence artefact?],2,6,-15
Cc1cccc(C2CC3(CC(C)(C)NC(=S)N3)Oc3cc(O)ccc32)c1 (stereo not drawn),-5,-3,3,-2,8,-4,0,-5,-3
Cc1cc2c(cc1C)C(=O)NC(C)(C)C2,-13,-2,2,-1,2,-2,-3,-10,-13
Cc1nc(N2CCCC2)c2ccsc2n1,-14,-2,6,-1,16,-15,6,2,-16
CCc1nc(Sc2nc(C)cc(C)n2)c2oc3ccccc3c2n1,-7,0,0,11,3,26,17,-3,3
COC(=O)c1nc2n(n1)C(c1cccc(Cl)c1)C1=C(CCCC1=O)N2 (stereo not drawn),-10,0,2,-1,7,-6,5,0,-14
Cn1cnnc1Sc1ccc(C(=O)OCC(=O)NC2CC2)cc1[N+](=O)[O-],-10,2,6,2,-2,2,-28,-6,-7
CCc1ccccc1NC(=O)CN(C)C(=O)Cn1ncc(Cl)c(Cl)c1=O,-6,1,1,0,14,-5[fluorescence artefact?],3,5,-12
O=C(CN1CCCCCC1)Nc1ccccc1F,-9,-2,3,7[fluorescence artefact?],14,60[fluorescence artefact?],-6,3,0
CCCC(=O)Nc1c(C)n[nH]c1C,-22,1,-2,1,4,-12[fluorescence artefact?],-7,-6,-9
O=C(NC1=NCCS1)C1Cc2ccccc2CN1C(=O)c1ccccc1 (stereo not drawn),-10,0,-3,-1,4,-9,-7,-6,-31
CCOc1ccc(NC(=O)CCNS(=O)(=O)c2ccc3c(c2)CCC(=O)N3)cc1,3,0,4,-2[fluorescence artefact?],11,-1,·,5,-9
Cc1cc(NS(=O)(=O)c2ccc(NC(=S)NC(=O)c3ccc(Br)cc3)cc2)no1,-18,6,-4,4,2,-11[fluorescence artefact?],8,-2,-18

# Profiles from above.
# CCc1ccccc1NC(=O)CN(C)C(=O)Cn1ncc(Cl)c(Cl)c1=O in the list: Mdm2 ligase inh = -6; Wee1 stabilizer = 1; p97 inhibitor = 1; eIF4E 4G PPI = 0; FXIIa inh = 14; 14-3-3 Bad PPI = -5[fluorescence artefact?]; Rad51 HR inh = 3; FXIa inh 1536 = 5; hK5 inh = -12
# Cc1cc(C)nc(N/N=C/C(Cl)=C/c2ccccc2)n1 in the list: Mdm2 ligase inh = -19; Wee1 stabilizer = -2; p97 inhibitor = 1; eIF4E 4G PPI = 10[fluorescence artefact?]; FXIIa inh = 9; 14-3-3 Bad PPI = 9[fluorescence artefact?]; Rad51 HR inh = -4; FXIa inh 1536 = -4; hK5 inh = -21

# Remaining list, next part
SMILES,Mdm2 ligase inh,Wee1 stabilizer,p97 inhibitor,eIF4E 4G PPI,FXIIa inh,14-3-3 Bad PPI,Rad51 HR inh,FXIa inh 1536,hK5 inh
CN1CCC(N(C)C(=O)c2cc(=O)c3ccccc3o2)CC1,-10,1,-2,-3,23,5,0,29,23
CN(C)CC(=O)c1c[nH]c2ccccc12,3,0,-2,0,14,3,7,2,-23
O=C(N/N=C/c1cc(Cl)cc([N+](=O)[O-])c1O)NC12CC3CC(CC(C3)C1)C2,5,1,0,16,7,52[fluorescence artefact?],-18,6,-7
COC(=O)c1nn(-c2ccc(OC)cc2)c(=O)cc1NN,-23,1,6,-1,3,-20,-6,-4,-10
Cc1ccc(NC(=S)NCc2ccc3c(c2)cc(C)n3C)c(C)c1,-10,0,7,-5,4,-16,7,-4,-2
CCC(=O)Nc1ccc(NC(=O)CSc2nnc(-c3ccc(O)cc3)n2CC2CCCO2)cc1 (stereo not drawn),-12,-4,3,-1,11,-6,-4,5,1
CCN(CC)C(=O)CSc1nc2cccnc2n1-c1ccccc1OC,29,-1,2,-3,-12,-1,3,5,-9
Cc1cc2c(cc(C(=O)OC(C(=O)NCc3ccco3)C(C)C)n2C)o1 (stereo not drawn),-12,-2,-6,2,10,3,2,3,4
O=S(=O)(c1ccc(S(=O)(=O)N2CCC3(CC2)OCCO3)cc1)N1CCCC1,-4,-2,-1,-2,5,0,8,-3,-2
O=C(O)CCCC(=O)N1CCCC1,2,1,2,0,14,-2,-4,3,4
CC(=O)N1CCN(c2ccccc2NC(=O)COc2ccc(Cl)cc2Cl)CC1,-8,2,-4,9,16,-4,1,6,6
C=CCn1c(SCCN2CCCC2)nc2c([nH]c3ccccc32)c1=O,19,1,8,9,7,-7,0,-4,-1
COC(=O)c1[nH]c2ccccc2c1NC(=O)CN1CCN(c2cccc(OC)c2)C(C)C1 (stereo not drawn),-2,4,3,1,6,17,6,1,-2
Oc1ccccc1C1=Nc2ccccc2N=C(c2ccco2)C1,6,1,-3,-8[fluorescence artefact?],6,6[fluorescence artefact?],-2,4,-4
Cc1ccc2c(CC(=O)OCc3cc(=O)n4c(n3)sc3ccccc34)coc2c1,-7,0,2,12,12,-1[fluorescence artefact?],·,-6,-20
CCSc1nc(C)cc(Oc2ccc(=O)n(C)n2)n1,-13,-1,1,-1,16,-14,-3,7,-3
COC(=O)c1sc2nc3c(cc2c1N)CCCC3,-23,2,5,-2,4,-7,·,-1,1
